Source: PubChem (Sanford-Burnham Center for Chemical Genomics)
APJ antag: antagonists of human apelin receptor APJ, primary screen, CHO-K1 cells, beta-arrestin complementation, luminescence | hit rate 0.32% among 330,000 | inhibition, % at 20 µM | P35414;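 active means inhibition above about 40% at 20 µM, limit read from the data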;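 further: cells challenged with 10 nM apelin-13 agonist together with compound; plate controls were apelin-13 plus DMSO wells for no effect and DMSO wells lacking apelin-13 for full effect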
APJ agonist: agonists of human apelin receptor APJ, primary screen, CHO-K1 cells, PathHunter beta-arrestin, luminescence. P35414. 0% DMSO wells, 100% apelin. activation, % at 20 µM. hit rate 0.11% among 330,000;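 active means activation more than six SD over the plate average, tested at 20 µM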;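 further: 0% = DMSO alone and 100% = apelin-13 at 10 nM; some results filed as inactive read as strong as hits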
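Assay system: CHO-K1 cells stably expressing ProLink-tagged human APJ and arrestin–beta-gal acceptor. Compound dosing: 20 µM single point, 1% DMSO. Times: 16-18 h seeding, 90 min dark compound exposure, 60 min detection. Detection: beta-gal luminescence. Evaluation: APJ–arrestin association signal. Controls: negative DMSO alone, positive Apelin-13 at 10 nM.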
CCR6 antagonist: CCR6 receptor antagonists, primary screen, cell-based, CHO-K1, luminescence, beta-arrestin, uHTS | C-C chemokine receptor type 6 (Homo sapiens), P51684 | CHO-K1 CCR6 PathHunter beta-arrestin, CCL20-stimulated | inhibition, % at 20 µM | hit rate 0.49% among 340,000 | AID 493098, 2011;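 active means compounds whose inhibition of the agonist-driven luminescence signal at 20 µM reaches about 50%, limit read from the data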;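 further: cells stimulated with CCL20 at 14 nM final; plate controls were DMSO with CCL20 for no effect and DMSO without agonist for full effect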
Target sequence (P51684 whole entry, looked up): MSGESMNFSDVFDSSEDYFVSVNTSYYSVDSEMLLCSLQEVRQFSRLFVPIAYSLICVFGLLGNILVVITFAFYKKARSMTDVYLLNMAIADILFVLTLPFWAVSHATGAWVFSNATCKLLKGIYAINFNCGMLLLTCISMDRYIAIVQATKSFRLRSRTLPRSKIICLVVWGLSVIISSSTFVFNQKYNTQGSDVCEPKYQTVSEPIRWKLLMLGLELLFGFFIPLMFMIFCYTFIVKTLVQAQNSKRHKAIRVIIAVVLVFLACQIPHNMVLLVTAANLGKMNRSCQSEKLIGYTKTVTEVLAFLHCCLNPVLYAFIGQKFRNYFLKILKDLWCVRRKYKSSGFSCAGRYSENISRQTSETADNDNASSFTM
Mdm2-MdmX inh: inhibitors of human Mdm2-MdmX association, primary screen, cell-based, luminescence, split luciferase, SaOS-2, uHTS; Protein Mdm4 (Homo sapiens) + E3 ubiquitin-protein ligase Mdm2 (Homo sapiens), …; SaOS-2 split-luciferase Mdm2/MdmX complementation; inhibition, % at 8 µM; hit rate 3% among 330,000; AID 485346, 2010;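 active means inhibition of at least 50% at 8 µM in the primary screen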
EBI2 antag: EBI2 receptor antagonists, beta-arrestin recruitment, primary screen, cell-based, luminescence, 7a,25-OHC stimulation, uHTS. AID 651636, 2012. 7a,25-OHC stimulated. hit rate 0.81% among 360,000. inhibition, % at 5 µM. G-protein coupled receptor 183 (Homo sapiens), P32249; in the data active means inhibition above about 38%;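 further: enzyme fragment complementation signal reports receptor beta-arrestin coupling in cells; 0% = agonist plus DMSO wells and 100% = wells without agonist; some results beyond the cut were filed as inactive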
Target sequence (P32249 whole entry, looked up, the tested form may be a part): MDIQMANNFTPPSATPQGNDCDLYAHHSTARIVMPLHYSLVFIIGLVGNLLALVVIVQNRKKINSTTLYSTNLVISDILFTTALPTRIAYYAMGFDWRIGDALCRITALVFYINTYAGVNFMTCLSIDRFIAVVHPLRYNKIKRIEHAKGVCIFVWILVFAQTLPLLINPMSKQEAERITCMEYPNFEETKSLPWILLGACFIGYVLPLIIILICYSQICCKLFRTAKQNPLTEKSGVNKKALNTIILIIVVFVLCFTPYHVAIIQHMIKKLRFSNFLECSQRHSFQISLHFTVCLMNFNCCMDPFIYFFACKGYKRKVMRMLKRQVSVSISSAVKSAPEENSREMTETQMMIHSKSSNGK
CXCR6 block: CXCR6 receptor inhibitors, primary screen, cell-based, beta-arrestin, luminescence, CHO-K1 PathHunter, 1536-well. C-X-C chemokine receptor type 6 (Homo sapiens), O00574. inhibition, % at 20 µM. hit rate 0.36% among 360,000. AID 602244, 2012; in the data active means inhibition above about 34%, passing the limit was not always enough;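 further: antagonist mode with CXCL16 agonist at 10 nM final; 0% = 10 nM CXCL16 with DMSO and 100% = unstimulated wells without agonist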
Target sequence (O00574 whole entry, looked up): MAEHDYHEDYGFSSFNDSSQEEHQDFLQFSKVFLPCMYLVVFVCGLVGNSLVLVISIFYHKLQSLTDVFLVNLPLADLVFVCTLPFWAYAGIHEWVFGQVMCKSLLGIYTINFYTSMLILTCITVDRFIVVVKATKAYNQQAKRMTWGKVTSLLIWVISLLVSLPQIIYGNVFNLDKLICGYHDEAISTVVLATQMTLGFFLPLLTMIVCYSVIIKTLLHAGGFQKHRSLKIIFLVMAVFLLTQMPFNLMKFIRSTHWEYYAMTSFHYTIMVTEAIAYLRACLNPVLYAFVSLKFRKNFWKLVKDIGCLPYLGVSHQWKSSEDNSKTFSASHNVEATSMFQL
CHOP UPR activ: activators of apoptotic CHOP UPR arm, primary screen, cell-based, CHO-CHOP luciferase reporter, luminescence, uHTS | activation, % at 10 µM | UPR activation; percent of tunicamycin response over DMSO baseline | hit rate 0.34% among 330,000;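 active means at 10 µM dose, activation of 40% or more, normalized to positive control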;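 further: 100% = tunicamycin at 10 µg/mL and 0% = DMSO alone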
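Test system: CHO CHOP reporter cells. Input: 500 CHO-CHOP cells per well. Medium: F12 with 10% FBS. Technique: luciferase luminescence. Measure: percent activation relative to tunicamycin control. Dosing: 10 µM compound, 0.5% DMSO. Timing: 16-18 h cell attachment, then 6 h compound exposure, 37 °C.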
tim23-1 inh: growth inhibitors of tim23-1 mutant yeast, primary screen, luminescence, uHTS. inhibition, % at 20 µM. S. cerevisiae tim23-1 growth, BacTiter-Glo luminescence, 24 h. hit rate 1.3% among 330,000. AID 463212, 2010;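 active means growth inhibition of the mutant yeast at or above 50%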;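 further: temperature-sensitive mutant grown at 25 °C; plate controls were DMSO-treated mutant yeast for no effect and medium wells lacking yeast for full effect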
XBP1 UPR activ: activators of adaptive XBP1 UPR arm, primary screen, cell-based, CHO-XBP1 luciferase reporter, luminescence, uHTS; hit rate 0.33% among 330,000; activation, % at 20 µM; IRE1-XBP1 UPR activation; percent of tunicamycin response, DMSO as zero; AID 463104, 2010;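 active means versus positive control, 20 µM dose yields 30% or more activation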;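 further: 100% = tunicamycin at 10 µg/mL and 0% = DMSO only wells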
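Material – CHO cell line with stable XBP1 luciferase reporter · Buffer or medium – F12 plus 10% FBS · Compound – single point, 20 µM final compound, 1% DMSO · Schedule – 16-18 h cell attachment at 37 °C, then 6 h compound exposure · Signal – Steady-Glo luminescence read · Benchmarks – high control tunicamycin 10 µg/mL final, low control DMSO vehicle only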
An asterisk follows results filed as active.

SMILES | APJ antag | APJ agonist | CCR6 antagonist | Mdm2-MdmX inh | EBI2 antag | CXCR6 block | CHOP UPR activ | tim23-1 inh | XBP1 UPR activ
Cc1cccn2c(=O)c3cc(C(=O)NCCN4CCOCC4)c(=N)n(Cc4ccc(F)cc4)c3nc12 | 34 | -5 | 28 | 81* | -1 | 17 | 0.8 | 1 | -3
O=C(O)c1cccc(CSc2nc(-c3ccc(Cl)cc3)cc(C(F)(F)F)n2)c1 | 15 | 1 | 2 | -26 | 5 | 4 | 0.5 | 40 | 1
O=C(NCCCN1CCCC1=O)c1sc2ccccc2c1Cl | 8 | -4 | 6 | 16 | -9 | 3 | 9.8 | 14 | 0
NC(=O)C1CCCN(CC(=O)Nc2ccccc2C(=O)NC2CC2)C1 (stereo unspecified) | 1 | -5 | -7 | 33 | -17 | 1 | -0.7 | 0 | 1
Cc1nc(C(=O)NCC(=O)c2ccccc2)c(C(F)(F)F)o1 | 0 | -4 | -1 | 7 | -7 | -3 | 1.3 | -6 | -1
CCOC(=O)Cn1c(=O)n(Cc2ccco2)c(=O)c2ccc(C(=O)NC3CCCC3)cc21 | 18 | -3 | 14 | 25 | 2 | 8 | -1.0 | 17 | -1
O=C(COc1ccccc1)NCCSCc1ccc(Cl)cc1 | -6 | 1 | 6 | -6 | -1 | 4 | -0.2 | 37 | -2
Cc1cc(C)c2c(N)c(S(=O)(=O)c3ccccc3)sc2n1 | -19 | 2 | -18 | 27 | -10 | 0 | -1.1 | -9 | 1
Cc1cccc(NC2=NCC(=O)N2Cc2cccs2)c1 | 11 | -1 | 19 | -1 | -10 | 9 | -1.8 | -1 | 1
O=C(Nc1ccccc1)N(Cc1ccc2c(c1)OCO2)Cc1nc2ccccc2c(=O)[nH]1 | 4 | 14 | -1 | 20 | -8 | 0 | -1.2 | 12 | 0
O=[N+]([O-])c1ncn(C23CC4CC(CC(C4)C2)C3)n1 | -6 | 1 | 16 | 4 | -7 | -6 | 0.8 | 5 | 1
NC(=O)CCCc1nc(-c2ccccc2Cl)no1 | -3 | -5 | 1 | 5 | -2 | -3 | -1.1 | 2 | 1
Cc1ccccc1-n1c(-c2ccc3ccccc3n2)n[nH]c1=S | -11 | -1 | 1 | -8 | -14 | 7 | -1.8 | 40 | 0
O=C(NCc1ccncc1)Nc1cccc(Cl)c1 | 15 | 3 | 9 | 10 | -2 | -7 | 1.6 | 15 | -3
Cc1c(NC(=O)C(C)c2ccc(CC(C)C)cc2)c(=O)n(-c2ccccc2)n1C (stereo unspecified) | 5 | 7 | -10 | -5 | -10 | 7 | -1.5 | 19 | 0
CNc1nnc(SCC(=O)c2cc(C)n(C3CC3)c2C)s1 | -1 | -5 | 12 | -29 | -5 | -2 | 1.5 | 14 | 1
COc1ccc(CNC(=O)c2ccc3c(=O)n4c(nc3c2)CCCCC4)cc1OC | 15 | -2 | -4 | 42 | -7 | 2 | 0.6 | 17 | -5
CCOC(=O)C1CCN(CCC(=O)Nc2ccc(C)cc2)CC1 | 16 | -1 | 8 | 4 | -9 | 1 | -2.3 | -8 | 3
C=CCOc1cccc(C2/C(=C(/O)c3ccccc3)C(=O)C(=O)N2CCN2CCOCC2)c1 (stereo unspecified) | 6 | -3 | 1 | 12 | 2 | 1 | -1.1 | -7 | 1
CCCn1c(COc2ccc(C(=O)O)cc2)nc2ccccc21 | 10 | -2 | 5 | 6 | 4 | -2 | 1.1 | -5 | -3
O=C(Nc1cccc(-n2cnnn2)c1)C1CCCN(Cc2cccc(C(F)(F)F)c2)C1 (stereo unspecified) | 4 | 3 | 39 | 39 | 7 | -5 | 1.4 | 20 | -8
O=C(c1ccc(S(=O)(=O)N2CCCCC2)cc1)N1CCN=C1SCc1cccnc1 | 8 | -2 | 7 | 11 | -2 | -4 | -0.3 | -13 | -3
Cc1cccc(NC(=O)Cn2c(=O)oc3ccccc32)n1 | -7 | -5 | 5 | -5 | 3 | 4 | 0.4 | 5 | -1
COc1ccc(CNC(=O)COC(=O)C2=COCCO2)cc1 | 4 | 4 | 6 | -19 | -4 | 4 | -0.6 | 6 | -3
O=C(Nc1ccc(OC(=O)c2cccs2)cc1)c1ccco1 | 4 | -3 | 2 | -32 | -13 | 9 | 1.4 | 18 | 3
CN(c1ccccc1)S(=O)(=O)c1cccc(C(=O)NCc2ccccc2)c1 | 15 | -3 | 14 | 18 | 2 | 2 | -1.1 | 29 | -1
CSc1ccccc1-c1nnc(-c2ccc(Cl)cc2Cl)o1 | 21 | -2 | 13 | -42 | -5 | 0 | 1.5 | 13 | 5
Cc1ccc(/C(O)=C2/C(=O)C(=O)OC2c2ccc(Cl)cc2)cc1 (stereo unspecified) | 7 | -6 | 8 | -5 | 0 | -8 | 0.3 | 11 | -1
O=C(N/N=C/c1ccccc1C(=O)O)c1cccc(S(=O)(=O)Nc2cc(Cl)ccc2Cl)c1 | -8 | -3 | 5 | 2 | -6 | -3 | 0.6 | 30 | -1
COc1ccc(NC(=O)CSc2nc3c(c(=O)n2-c2ccccc2)SCC3)c(OC)c1 | 8 | -3 | 18 | 44 | 5 | 0 | 1.5 | -9 | 0
Cc1ccc(NC(=O)CSc2n[nH]c(C)c2[N+](=O)[O-])cc1 | 9 | 1 | 9 | 34 | -2 | 2 | 0.9 | 5 | -1
CCOC(=O)/C(C#N)=C\c1cc(OC)c(OC)cc1[N+](=O)[O-] | -50 | 2 | -25 | -1 | -8 | -16 | 1.2 | 30 | -2
COC(=O)Nc1ccc(S(=O)(=O)N2CCC(C(=O)NC3CCCCC3)CC2)cc1 | 5 | -1 | 0 | 1 | -7 | 0 | -0.3 | -5 | 0
O=c1c2cc(Cl)ccc2nc(-c2ccc(Cl)c(Cl)c2)n1O | -25 | -3 | -6 | 72* | -7 | -4 | 1.8 | 49 | 10
COC(=O)c1ccc(NC(=O)c2ccc(OC(C)=O)c(OC)c2)cc1 | -7 | -2 | 0 | -12 | 0 | 0 | 2.3 | 21 | 3
Cc1ccc2nc(Cn3cc(C(F)(F)F)ccc3=O)cc(=O)n2c1 | 2 | -4 | -3 | -14 | 4 | 9 | -0.3 | 13 | -1
CN1C(=O)/C(=C/c2ccccc2OCc2ccc(C(=O)O)cc2)NC1=S | 6 | -2 | 9 | -12 | -7 | 1 | -0.3 | 23 | -2
Cc1cccc(NC(=O)c2ccc(OCC(=O)NCc3ccccc3)cc2)c1C | 1 | -1 | 7 | -15 | 19 | -1 | 0.4 | -17 | 0
CCc1nc2n[nH]c(N)c2c2c1CCCC2 | 7 | -3 | 17 | -4 | -1 | 5 | -2.0 | 12 | 1
Cc1ccc(C(=O)NN2C(=O)C3C4c5ccccc5C(c5ccccc54)C3C2=O)cc1 (stereo unspecified) | -17 | 4 | 4 | 21 | -2 | -16 | -1.2 | 14 | -2
N#CCCN(C(=O)COc1ccc(Cl)cc1Cl)c1ccccc1 | -8 | -2 | -4 | 4 | -6 | -4 | 0.5 | 9 | 0
O=C(NCCc1csc(-c2cccnc2)n1)c1ccc(Br)o1 | 13 | 1 | -6 | -27 | 5 | -5 | -1.7 | 12 | 2
CCN(CC)S(=O)(=O)c1cc(C(=O)OC)ccc1Cl | 3 | -3 | -7 | 7 | 0 | -3 | -1.0 | 8 | -2
COc1ccc(CNC(=O)CSc2nnc3nc(C)cc(C)n23)cc1OC | -5 | -4 | -22 | 14 | -11 | 0 | -3.3 | -14 | 1
O=C(NCCCn1ccnc1)c1ccc(Br)s1 | -8 | -4 | -2 | 9 | -3 | -4 | 2.8 | 10 | -3

In another format: results already given.
Cc1ccc(/C(O)=C2/C(=O)C(=O)OC2c2ccc(Cl)cc2)cc1 (stereo unspecified)
  APJ antag = 7	APJ agonist = -6	CCR6 antagonist = 8	Mdm2-MdmX inh = -5	EBI2 antag = 0	CXCR6 block = -8	CHOP UPR activ = 0.3	tim23-1 inh = 11	XBP1 UPR activ = -1
Cc1cccc(NC2=NCC(=O)N2Cc2cccs2)c1
  APJ antag = 11	APJ agonist = -1	CCR6 antagonist = 19	Mdm2-MdmX inh = -1	EBI2 antag = -10	CXCR6 block = 9	CHOP UPR activ = -1.8	tim23-1 inh = -1	XBP1 UPR activ = 1

Other results:
SMILES | APJ antag | APJ agonist | CCR6 antagonist | Mdm2-MdmX inh | EBI2 antag | CXCR6 block | CHOP UPR activ | tim23-1 inh | XBP1 UPR activ
C[C@H](NC(=O)CCCOc1ccc(Cl)cc1Cl)c1nnc2ccccn12 | 11 | -4 | 4 | 22 | 1 | 2 | -0.6 | 15 | -4
CCOC(=O)N1CCC(NC(=O)CS(=O)(=O)Cc2nc(-c3ccc(C)cc3)oc2C)CC1 | -14 | 8 | 10 | 9 | -7 | 3 | -1.2 | 8 | -3
CNS(=O)(=O)c1ccc(NC(=S)Nc2ccc3c(c2)OCO3)cc1 | -15 | -1 | 13 | -16 | -14 | -1 | 0.3 | 0 | -1
COc1ccc(CNC(=S)N2CCN(S(=O)(=O)c3cccc(F)c3)CC2)cc1 | -20 | -1 | 6 | -41 | 18 | 8 | -0.7 | 0 | -1
O=C(Nc1cccc([N+](=O)[O-])c1)C1C2CC/C=C\CCC21 (stereo unspecified) | 2 | -2 | 27 | 8 | 10 | 10 | 1.7 | 35 | -1
COCc1ccc(C(=O)N(C)CC2CCCN(CCc3ccccc3F)C2)o1 (stereo unspecified) | 5 | -5 | 11 | -6 | 6 | 4 | -2.8 | 8 | -3
CS(=O)(=O)N(CC(=O)Nc1ccc(Br)cc1F)C1CCCCC1 | -20 | -2 | 6 | 5 | -3 | -2 | -1.1 | 18 | -2
COc1ccccc1NC(=O)CNC(c1ccccc1)c1ccccc1 | 6 | -1 | 22 | -26 | 11 | 17 | 1.3 | 15 | 2
CN(CCC#N)C(=O)COc1ccc(Br)cc1Cl | -8 | -4 | 9 | 12 | -4 | 1 | 0.3 | 8 | 1
Cc1nc(CCNC(=O)C2CCC(=O)N(CCc3cccc(F)c3)C2)sc1C (stereo unspecified) | 16 | 7 | -6 | -3 | 7 | -3 | -1.5 | 8 | -4
CN(c1ccccc1)S(=O)(=O)c1cccc(NC(=O)CSc2nncs2)c1 | -34 | 1 | 8 | 22 | -6 | -6 | 1.4 | -1 | 0
O=C(/C=C/c1c(Cl)cccc1Cl)NCc1ccccc1 | 6 | 0 | 14 | -31 | 1 | -4 | 2.5 | -15 | 3
CCN(CC)CCNC(=O)c1cc([N+](=O)[O-])c(N(C)C)cc1OC | -10 | -1 | 0 | -5 | -7 | 1 | -0.4 | 11 | 1

Not all compounds are listed; count on the stated rates, not on these rows.
